Bioassay records deposited in PubChem BioAssay by several laboratories.
Efa HMGR inh = inhibitors of E. faecalis class II HMGR, primary screen, biochemical, Enterococcus faecalis; HMG-CoA reductase (Enterococcus faecalis, mvaE); purified E. faecalis HMGR, NADPH absorbance 340 nm kinetic; inhibition, % at 10 µM; 190,000 tested, 0.41% active; AID 1066, 2008;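 active = inhibition above a set limit, the median over all tested compounds plus 3 SD, cut at about 9.5% in these data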;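 note: enzyme runs in reverse so mevalonate oxidation gives rising NADPH absorbance; 0% = complete reaction with DMSO and 100% = background rate lacking mevalonate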
PPARg SRC-2 ag = agonists of PPARg-SRC-2 recruitment, primary screen, biochemical, HTS | Peroxisome proliferator-activated receptor gamma (Homo sapiens), P37231 | PPARgamma LBD-SRC-2 recruitment | activation, % at 8 µM | 200,000 tested, 0.34% active | AID 1032, 2008; in the data active = activation above about 22%;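 note: 0% = vehicle and 100% = reference agonist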
Target sequence (P37231 whole entry, looked up, the tested form may be a part): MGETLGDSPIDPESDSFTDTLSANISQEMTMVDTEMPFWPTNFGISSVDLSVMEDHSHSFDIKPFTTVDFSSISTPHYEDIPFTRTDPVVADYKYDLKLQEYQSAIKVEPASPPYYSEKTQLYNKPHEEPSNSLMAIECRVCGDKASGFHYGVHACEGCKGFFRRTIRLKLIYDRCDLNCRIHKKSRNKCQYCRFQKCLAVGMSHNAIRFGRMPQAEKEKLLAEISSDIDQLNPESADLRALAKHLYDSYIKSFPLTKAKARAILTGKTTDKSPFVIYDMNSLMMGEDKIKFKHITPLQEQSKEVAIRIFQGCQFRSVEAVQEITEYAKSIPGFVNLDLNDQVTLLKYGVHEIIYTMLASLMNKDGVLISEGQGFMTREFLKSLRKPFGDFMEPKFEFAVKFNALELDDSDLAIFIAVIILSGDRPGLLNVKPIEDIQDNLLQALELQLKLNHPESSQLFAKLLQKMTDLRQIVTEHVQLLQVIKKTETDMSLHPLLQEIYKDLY
TNAP inh no acc = human TNAP enzyme inhibitors, primary screen, biochemical, luminescent, no phosphate acceptor, uHTS. Alkaline phosphatase, tissue-nonspecific isozyme (Homo sapiens), P05186. 200,000 tested, 0.26% active. purified TNAP, CDP-star luminescence, 30 min. AID 1012, 2008. inhibition, % at 20 µM;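 active = tissue-nonspecific alkaline phosphatase inhibition above about 50% at 20 µM in the single-dose screen, limit read from the data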;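 note: 0% = DMSO negative control and 100% = EDTA positive control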
Target sequence (P05186 whole entry, looked up): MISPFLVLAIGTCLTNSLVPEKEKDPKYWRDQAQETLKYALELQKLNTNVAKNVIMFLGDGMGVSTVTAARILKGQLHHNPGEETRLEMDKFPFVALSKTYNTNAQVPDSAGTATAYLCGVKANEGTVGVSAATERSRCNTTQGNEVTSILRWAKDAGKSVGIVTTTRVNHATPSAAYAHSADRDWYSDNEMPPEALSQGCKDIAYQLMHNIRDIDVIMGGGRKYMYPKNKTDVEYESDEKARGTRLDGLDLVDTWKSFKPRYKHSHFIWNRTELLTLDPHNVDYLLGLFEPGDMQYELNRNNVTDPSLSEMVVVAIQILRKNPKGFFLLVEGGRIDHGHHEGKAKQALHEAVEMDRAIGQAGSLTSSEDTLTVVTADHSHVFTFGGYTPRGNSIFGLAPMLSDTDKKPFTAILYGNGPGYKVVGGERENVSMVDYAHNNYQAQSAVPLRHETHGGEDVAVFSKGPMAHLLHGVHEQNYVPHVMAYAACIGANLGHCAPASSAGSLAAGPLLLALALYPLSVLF
TNAP act hi DEA = TNAP activators at high phosphate acceptor level, primary screen, biochemical, luminescence, uHTS | 200,000 tested, under 10 active | AID 1136, 2008 | activation factor at 20 µM | purified TNAP, CDP-star luminescence, 1 M DEA, 30 min; stronger effect = higher value; 0 = EDTA background, 1 = DMSO-only activity | Alkaline phosphatase, tissue-nonspecific isozyme (Homo sapiens), P05186;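 active = activation factor at least 2 at 20 µM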
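system = human TNAP | amount = enzyme diluted 1/800 final | reagent = 100 µM CDP-star substrate | signal = luminescent substrate turnover signal | dosing = one dose, 20 µM | benchmarks = EDTA negative control, DMSO positive control | measure = activation factor | timing = 30 min reaction, room temperature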
bIAP act = bovine intestinal alkaline phosphatase activators, primary screen, biochemical, bovine IAP, CDP-star luminescence; alkaline phosphatase, intestinal [Bos taurus]; 200,000 tested, 0.17% active; purified bovine IAP, 30 min; stronger effect = higher value; fold of DMSO-control signal, blank-subtracted; activation factor at 20 µM;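 active = activation factor of 2 or more at 20 µM, a signal rise over negative controls twice the positive control's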
bIAP inhibitor = bovine intestinal alkaline phosphatase inhibitors, primary screen, selectivity assay for TNAP inhibitor project, biochemical, bovine IAP, CDP-star luminescence | inhibition, % at 20 µM | AID 1019, 2008 | 190,000 tested, under 10 active | purified bovine IAP, 30 min | alkaline phosphatase, intestinal [Bos taurus];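 active = over 50% inhibition of intestinal alkaline phosphatase at 20 µM in the single-dose screen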
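test system = bovine IAP enzyme | medium = DEA buffer 100 mM, pH 9.8, with MgCl2 1.0 mM, ZnCl2 0.02 mM | detection = luminescence | dosing = single compound dose of 20 µM, 2% DMSO final | incubation = 30 min reaction at room temperature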
SRC2 TRFRET art = TR-FRET signal artefacts, primary screen, artefact control for PPARgamma SRC-2 agonist project, biochemical; TR-FRET ratio at 8 µM; AID 1049, 2008; 200,000 tested, 0.4% active; TR-FRET artefact counter-screen; stronger effect = higher value; in the data active = TR-FRET ratio above about 2000; note: inactives centre near 1500
PPARg SRC3 recr = PPARgamma agonists recruiting SRC-3 coactivator, primary screen, biochemical; Peroxisome proliferator-activated receptor gamma (Homo sapiens), P37231; biochemical PPARgamma/SRC-3 coactivator recruitment assay; activation, % at 8 µM; 200,000 tested, 0.26% active; in the data active = activation above about 23%;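 note: 0% = DMSO and 100% = reference agonist; some compounds past the cut are filed as inactive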
PPARg SRC1 recr = PPARgamma agonists recruiting SRC-1 coactivator, primary screen, biochemical; Peroxisome proliferator-activated receptor gamma (Homo sapiens), P37231; PPARgamma-SRC-1 coactivator recruitment biochemical assay; activation, % at 8 µM; 200,000 tested, 0.41% active; AID 631, 2007; in the data active = activation above about 19%;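 note: 0% = DMSO and 100% = reference agonist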
TNAP inh hiacc = human TNAP enzyme inhibitors, primary screen, biochemical, luminescent, high phosphate acceptor level, uHTS; 200,000 tested, 0.03% active; purified TNAP, CDP-star luminescence, 1 M DEA; inhibition, % at 20 µM; Alkaline phosphatase, tissue-nonspecific isozyme (Homo sapiens), P05186;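 active = over 50% inhibition of tissue-nonspecific alkaline phosphatase at 20 µM in the single-dose screen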;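 note: plate controls were DMSO wells for no effect and EDTA-quenched wells as full inhibition for full effect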
* = called active by the depositor. Not a hit list, and some 1.6% of all compounds hit somewhere here.

SMILES	Efa HMGR inh	PPARg SRC-2 ag	TNAP inh no acc	TNAP act hi DEA	bIAP act	bIAP inhibitor	SRC2 TRFRET art	PPARg SRC3 recr	PPARg SRC1 recr	TNAP inh hiacc
Oc1ccc(-c2csc(Nc3ncccn3)n2)cc1	0.1	2.4	17.6	1	1.1	-5.7	1429	-4.7	1.2	-2.8
COC(=O)c1sc(N)c(C(=O)OC)c1COC(=O)c1c(C)noc1C	-2.1	1.5	-17.2	1.1	1	-4.8	1442	0.3	-7.5	-6.6
COc1ccc(C(=O)NNC2=NC(C)(C)Cc3cc(C)c(C)cc32)cc1	-0.8	4.0	-19.0	1	1	-4.7	1602	1.7	1.4	0.6
CCOC(=O)c1[nH]c2ccccc2c1NC(=O)CC	-1.0	-7.1	9.5	1.1	0.9	13.5	1555	8.8	-6.1	-5.6
C/C(=C\c1ccco1)C1Nc2cccc3cccc(c23)N1	-1.0	-6.8	5.2	0.9	0.6	38.9	1451	-6.5	1.4	11.5
CCOC(=O)c1[nH]c(COC(=O)c2ccccc2NC(=O)c2ccco2)c(C(=O)OCC)c1C	3.5	-2.3	-2.9	1	1.1	-14.6	1281	-7.7	-2.8	3.8
CCOC(=O)C(C)Oc1ccc(=O)n(-c2ccccc2)n1 (stereo not given)	-3.8	2.4	-11.4	1	0.8	15.0	1587	9.3	6.6	-2.7
O=c1oc2cc(O)ccc2c2oc3cc(O)ccc3c12	-3.7	-0.1	-8.9	1	0.8	15.2	1543	-2.7	1.8	-0.6
Cc1c(C)n(CCc2c[nH]c3ccccc23)ccc1=O	-4.2	8.2	-19.3	1.1	1	-1.0	1543	-1.8	-0.7	-6.2
CSCCC(C(=O)N1CC2(C)CC1CC(C)(C)C2)N1C(=O)c2ccccc2C1=O (stereo not given)	-1.4	-4.2	-4.5	1	0.7	31.0	1695	10.0	-2.4	-2.1
Cc1cccc(OCCCCNCc2ccccc2)c1	1.2	-3.0	-6.8	1.1	0.8	25.0	1496	-4.8	-11.4	-6.2
O=C(Nc1ccc(N2CCOCC2)cc1)c1cc(F)c(F)cc1Cl	-0.2	15.8	-18.2	1	0.9	5.9	1482	0.5	0.9	1.1
Cc1nc(C(C)N(C)Cc2c(C(=O)N3CCCCC3)nc3c(C)cccn23)c(C)s1 (stereo not given)	-5.3	5.7	-11.5	1.1	1	1.9	1565	-1.2	11.1	-5.7
Nc1nccc(/C=C/c2c(F)cccc2Cl)n1	-5.2	16.7	-4.1	1	1.1	-7.3	1821	2.1	11.7	-1.5
O=C(Nc1cccc(Cl)c1)Nc1ccc2c(c1)C(=O)OC2	-7.8	-4.7	-6.7	1	1	4.0	1446	-2.9	-3.9	-2.1
COc1cc(NC(=O)CN2CC(c3ccccc3)CC2=O)cc(OC)c1 (stereo not given)	-6.8	7.6	-8.3	1	0.9	7.2	1790	3.5	7.3	-2.8
CCOC(=O)NC(=S)c1ccc[nH]1	1.9	1.7	-5.6	1.1	1	-2.5	1513	0.4	-1.7	-6.9
CCCCC(=O)NNC(=S)NC(=O)c1ccc(C)cc1	-4.9	-2.4	-0.4	1	1.2	-17.6	1291	3.5	-1.5	-2.5
COc1ccccc1C(=O)C1CCCN(C(=O)c2ccccn2)C1 (stereo not given)	-1.9	-0.1	-5.6	1	1.1	-14.3	1470	5.6	5.8	-3.0
CCCCCCCC#Cc1ccccc1/C=N/S(=O)c1ccc(C)cc1 (stereo not given)	1.3	-1.6	-10.2	1	0.9	11.6	1326	2.9	1.7	-2.9
Cc1onc(-c2ccccc2Cl)c1C(=O)Nc1ccccc1C(N)=O	-1.9	-4.6	-6.8	1	1	4.0	1398	3.6	-1.2	1.2
O=C(Nc1ccc2nc(-c3ccccc3)[nH]c2c1)c1cccs1	-7.2	3.1	-9.3	1	0.7	31.2	1643	2.2	1.3	-0.1
Cc1ccc(Nc2nc3nonc3[nH]c2=O)cc1C	-4.1	-2.9	3.1	1	1	4.9	1429	-2.2	-2.4	0.3
Cc1nc2nc(-c3cccs3)cn2nc1C	2.4	-3.0	-11.0	1.1	1.1	-6.6	1608	-5.8	1.7	-8.9
O=C(NCCCn1ccnc1)c1ccc2c(c1)OCCO2	-2.9	4.7	10.8	1.1	0.9	7.2	1541	-11.3	-4.8	-5.1
CCC(=O)OCCNc1cc(SCCC(=O)OC)c2nonc2c1[N+](=O)[O-]	-5.9	9.2	0.0	0.9	0.9	13.7	1442	3.9	7.2	8.6
CCn1c(=O)cc(SCC(=O)N2CCN(Cc3ccc4c(c3)OCO4)CC2)c2ccccc21	-2.5	55.4*	-2.0	1	1	-3.5	2608*	41.5*	45.0*	-2.6
CC(C)OCCCNC(=O)Cn1ncc2c(=O)oc3ccccc3c21	-0.6	-7.3	-11.9	1.1	1	3.3	1456	-10.9	-3.3	-6.0
C=CCN1C(=O)/C(=C2/Sc3ccc(OC)cc3N2C)SC1=Nc1ccccc1	-1.3	0.1	-15.5	1.1	0.9	13.9	1441	0.8	-0.2	-10.0
CCN1CCN(Cc2ccc(NC(=O)CC3Oc4ccc(C)cc4NC3=O)cc2)CC1 (stereo not given)	-13.5	-0.8	6.0	1.1	1	2.5	1523	1.0	3.2	-8.6
COc1ccc(NC(=S)NC23CN4CN(CN(C4)C2)C3)c(OC)c1	-0.7	2.9	-1.8	1	1.1	-5.4	1590	4.3	11.4	-3.1
O=C(c1ccco1)N1CCN(c2ncnc3c2cnn3-c2ccccc2)CC1	-6.5	3.8	-9.2	1.1	1	-0.1	1650	16.7	3.6	-5.9
Cc1cccc(OCCN2C(=O)C(=O)c3cccc(C)c32)c1	4.4	-0.7	-27.1	1	1	-0.9	1494	3.3	-3.9	2.0
CCC(CC)NC(=O)COC(=O)c1cc(Br)ccc1Cl	-5.4	-5.7	-13.2	1	1	0.8	1575	5.5	12.6	-0.7
COC(=O)CC1C(=O)NCCN1C(=S)Nc1ccccc1 (stereo not given)	0.4	0.7	6.7	0.9	0.9	10.6	1412	0.5	-2.0	7.3
CCOc1ccc(CN(C)CC(=O)Nc2ccc([N+](=O)[O-])cc2Cl)cc1	2.3	3.7	-15.3	1	0.9	5.2	1618	-2.2	-0.1	1.4
O=C(NC(=S)NCc1cccnc1)c1ccc([N+](=O)[O-])cc1	-1.6	-2.7	7.6	0.9	1	-3.1	1569	8.7	4.9	6.4
Cc1nnc(N/N=C/c2ccc(-c3ccccc3F)o2)n1N	-5.1	3.6	-55.2	1	1.8	-83.9	1620	3.4	1.8	-3.1
CC(=O)N1CCN(C(=S)Nc2ccc(Oc3ccccc3)cc2)CC1	3.6	-2.9	0.9	1	1.1	-14.6	1445	-0.1	2.0	-1.1
CCN(CC)CCCn1c(C)cc2c(c1=O)C(c1cccc(Cl)c1)C(C#N)=C(N)O2 (stereo not given)	-1.0	6.0	-0.9	0.9	0.8	17.6	1813	-3.8	-1.3	5.1

Whole records, looked up by structure. Order of values: Efa HMGR inh	PPARg SRC-2 ag	TNAP inh no acc	TNAP act hi DEA	bIAP act	bIAP inhibitor	SRC2 TRFRET art	PPARg SRC3 recr	PPARg SRC1 recr	TNAP inh hiacc
Entry for Cc1ccc(Nc2nc3nonc3[nH]c2=O)cc1C → -4.1	-2.9	3.1	1	1	4.9	1429	-2.2	-2.4	0.3
Entry for CC(=O)N1CCN(C(=S)Nc2ccc(Oc3ccccc3)cc2)CC1 → 3.6	-2.9	0.9	1	1.1	-14.6	1445	-0.1	2.0	-1.1
Entry for Cc1nnc(N/N=C/c2ccc(-c3ccccc3F)o2)n1N → -5.1	3.6	-55.2	1	1.8	-83.9	1620	3.4	1.8	-3.1

The results go on.
SMILES	Efa HMGR inh	PPARg SRC-2 ag	TNAP inh no acc	TNAP act hi DEA	bIAP act	bIAP inhibitor	SRC2 TRFRET art	PPARg SRC3 recr	PPARg SRC1 recr	TNAP inh hiacc
COc1ccc(C)cc1NC(=O)CN1CCN(c2ccc(F)cc2)CC1	-1.4	-3.3	-5.9	1	1.1	-5.8	1522	-2.2	8.6	-4.3
O=C(Cc1ccccc1)Nc1ccccc1C(=O)O	-1.9	3.5	-16.4	1	1	-1.1	1443	3.2	1.5	-2.0
Fc1ccc(Nc2nc(-c3ccncc3)cs2)cc1	-5.6	1.2	-18.2	1	1	-0.9	1598	6.7	1.6	-3.4
Cc1ccc(C(=O)NCC(=O)OCC(=O)c2cc(C)n(Cc3ccco3)c2C)cc1	-9.9	5.9	-4.5	1	0.9	9.1	1650	0.8	14.0	2.1
Cc1cccc(N2CCN(C(=O)c3ccccc3NC(=O)C3CC=CCC3C(=O)O)CC2)c1 (stereo not given)	2.1	-2.6	-14.5	1	1	0.4	1368	-6.8	2.3	-2.1
CN(C)C(=O)CSc1nnc(Cc2ccccc2)n1Cc1ccco1	-4.3	2.2	-1.6	1	0.7	29.3	1542	7.9	-1.3	3.4
COCCCN1C(=O)C(O)=C(C(=O)c2ccco2)C1c1ccccc1 (stereo not given)	-0.5	4.8	-8.2	1	0.9	8.0	1708	5.5	11.4	-4.1
COCCn1c(CN2CCN(c3cccc(Cl)c3)CC2)nc2c1c(=O)n(C)c(=O)n2C	-1.8	6.6	-11.1	1.1	1.1	-5.7	1724	4.8	1.8	-6.5
C=CCNC(=S)N/N=C/c1ccc(C(C)(C)C)cc1	-3.0	6.8	-13.0	1	0.9	13.1	1441	2.4	-1.5	2.8
Cc1ccccc1C1C(C#N)=C2N=C(N)c3c(sc4c3CCCCC4)N2C2=C1C(=O)CC(C)(C)C2 (stereo not given)	1.3	-1.0	0.3	1	1	4.6	1397	2.1	9.7	-1.7
COc1ccc(C(=O)OCC(=O)NC(=O)CCSc2ccccc2)cc1	-2.8	0.6	-0.8	1	0.9	10.9	1630	-1.9	3.7	-0.1
N#CCc1ccc(NC(=O)Nc2cccc(Cl)c2)cc1	1.8	-3.6	-5.0	1	0.9	7.4	1419	-6.6	-0.7	-0.5
NS(=O)(=O)c1ccc(NC(=S)Nc2ccc(F)c(F)c2)cc1	-3.8	-0.3	13.6	1	1.1	-8.4	1659	5.0	3.5	-0.3
CC(=O)c1cccc(NC(=O)N2C3CCC2CC(NC(=O)C2CC2)C3)c1 (stereo not given)	-4.3	3.9	-3.7	1	1	3.7	1332	7.0	-1.6	-1.2
N#Cc1c(NC(=O)COC(=O)C2CC3C=CC2C3)oc(-c2ccccc2)c1-c1ccccc1 (stereo not given)	-4.5	7.5	-7.8	1	1	-1.2	1482	-5.7	4.0	-1.6
